Screening results deposited in PubChem by Sanford-Burnham Center for Chemical Genomics.
CCR6 antagonist = CCR6 receptor antagonists, primary screen, cell-based, CHO-K1, luminescence, beta-arrestin, uHTS; inhibition, % at 20 µM; CHO-K1 CCR6 PathHunter beta-arrestin, CCL20-stimulated; C-C chemokine receptor type 6 (Homo sapiens), P51684; actives 0.49% (n = 340,000); AID 493098, 2011;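 active = compounds whose inhibition of the agonist-driven luminescence signal at 20 µM reaches about 50%, limit read from the data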;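 note: cells stimulated with CCL20 at 14 nM final; plate controls were DMSO with CCL20 for no effect and DMSO without agonist for full effect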
697 NFkB inh = inhibitors of PMA/ionomycin-induced NF-kB reporter, 697 cells, primary screen, B-cell NF-kB inhibitor project, cell-based, luminescence, uHTS | actives 0.33% (n = 330,000) | inhibition, % at 4 µM | 697 B-cell NF-kB luciferase reporter, 16 h | AID 435022, 2010; in the data active = inhibition above about 35%
CHOP UPR activ = activators of apoptotic CHOP UPR arm, primary screen, cell-based, CHO-CHOP luciferase reporter, luminescence, uHTS; UPR activation; percent of tunicamycin response over DMSO baseline; activation, % at 10 µM; actives 0.34% (n = 330,000); AID 449763, 2010;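 active = at 10 µM dose, activation of 40% or more, normalized to positive control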;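 note: 100% = tunicamycin at 10 µg/mL and 0% = DMSO alone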
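Dosing – one dose, 10 µM in 0.5% DMSO · System – CHO-CHOP cells, stable luciferase reporter of PERK-eIF2a-CHOP signalling · Input – 500 cells/well · Control set – tunicamycin 10 µg/mL final as positive, DMSO-only wells as negative · Timing – 6 h compound treatment, 37 °C · Measure – % activation vs tunicamycin · Technique – luminescence read with Steady-Glo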
Gli-Sufu antag = Gli-Sufu pathway antagonists, primary screen, luciferase luminescence, Sufu-KO-LIGHT cells, uHTS; AID 588413, 2011; Sufu-KO-LIGHT fibroblasts, Gli luciferase reporter luminescence; actives 0.74% (n = 340,000); inhibition, % at 5 µM;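 active = inhibition above about 55%, limit read from the data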;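 note: 0% = DMSO-treated cells and 100% = wells with medium but no cells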
Jurkat NFkB inh = inhibitors of induced NF-kB luciferase reporter, primary screen, TCR NF-kB activation inhibitor project, cell-based, luminescence, uHTS | AID 435003, 2010 | actives 0.53% (n = 330,000) | Jurkat, PMA/ionomycin-induced NF-kB luciferase reporter | inhibition, % at 4 µM; in the data active = inhibition above about 50%
EBI2 antag = EBI2 receptor antagonists, beta-arrestin recruitment, primary screen, cell-based, luminescence, 7a,25-OHC stimulation, uHTS; G-protein coupled receptor 183 (Homo sapiens), P32249; 7a,25-OHC stimulated; inhibition, % at 5 µM; actives 0.81% (n = 360,000); AID 651636, 2012; in the data active = inhibition above about 38%;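 note: enzyme fragment complementation signal reports receptor beta-arrestin coupling in cells; 0% = agonist plus DMSO wells and 100% = wells without agonist; some results beyond the cut were filed as inactive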
CXCR6 block = CXCR6 receptor inhibitors, primary screen, cell-based, beta-arrestin, luminescence, CHO-K1 PathHunter, 1536-well. inhibition, % at 20 µM. C-X-C chemokine receptor type 6 (Homo sapiens), O00574. actives 0.36% (n = 360,000); in the data active = inhibition above about 34%, passing the limit was not always enough;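 note: antagonist mode with CXCL16 agonist at 10 nM final; 0% = 10 nM CXCL16 with DMSO and 100% = unstimulated wells without agonist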
XBP1 UPR activ = activators of adaptive XBP1 UPR arm, primary screen, cell-based, CHO-XBP1 luciferase reporter, luminescence, uHTS; IRE1-XBP1 UPR activation; percent of tunicamycin response, DMSO as zero; activation, % at 20 µM; actives 0.33% (n = 330,000);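 active = versus positive control, 20 µM dose yields 30% or more activation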;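 note: 100% = tunicamycin at 10 µg/mL and 0% = DMSO only wells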
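Material – CHO cell line with stable XBP1 luciferase reporter · Buffer or medium – F12 plus 10% FBS · Compound – single point, 20 µM final compound, 1% DMSO · Schedule – 16-18 h cell attachment at 37 °C, then 6 h compound exposure · Signal – Steady-Glo luminescence read · Benchmarks – high control tunicamycin 10 µg/mL final, low control DMSO vehicle only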
Mdm2 MdmX PPI = inhibitors of human Mdm2-MdmX association, primary screen, cell-based, luminescence, split luciferase, SaOS-2, uHTS. Protein Mdm4 (Homo sapiens) + E3 ubiquitin-protein ligase Mdm2 (Homo sapiens), …. SaOS-2 split-luciferase Mdm2/MdmX complementation. inhibition, % at 8 µM. actives 3% (n = 330,000);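 active = inhibition of at least 50% at 8 µM in the primary screen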
Target sequence (O15151 whole entry, looked up): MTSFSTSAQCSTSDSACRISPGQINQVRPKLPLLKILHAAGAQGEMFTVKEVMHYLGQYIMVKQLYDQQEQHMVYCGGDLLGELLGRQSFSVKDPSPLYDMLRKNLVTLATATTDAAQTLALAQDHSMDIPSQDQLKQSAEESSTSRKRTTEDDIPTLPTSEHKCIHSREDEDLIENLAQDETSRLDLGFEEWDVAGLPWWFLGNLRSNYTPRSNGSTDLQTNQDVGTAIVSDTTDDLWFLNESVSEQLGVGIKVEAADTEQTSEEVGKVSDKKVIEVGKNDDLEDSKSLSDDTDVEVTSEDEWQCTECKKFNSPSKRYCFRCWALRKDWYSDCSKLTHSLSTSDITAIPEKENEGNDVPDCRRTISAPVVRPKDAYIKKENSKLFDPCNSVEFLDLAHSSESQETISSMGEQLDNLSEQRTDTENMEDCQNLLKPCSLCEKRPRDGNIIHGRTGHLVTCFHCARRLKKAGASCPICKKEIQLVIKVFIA
Target sequence (Q00987 whole entry, looked up): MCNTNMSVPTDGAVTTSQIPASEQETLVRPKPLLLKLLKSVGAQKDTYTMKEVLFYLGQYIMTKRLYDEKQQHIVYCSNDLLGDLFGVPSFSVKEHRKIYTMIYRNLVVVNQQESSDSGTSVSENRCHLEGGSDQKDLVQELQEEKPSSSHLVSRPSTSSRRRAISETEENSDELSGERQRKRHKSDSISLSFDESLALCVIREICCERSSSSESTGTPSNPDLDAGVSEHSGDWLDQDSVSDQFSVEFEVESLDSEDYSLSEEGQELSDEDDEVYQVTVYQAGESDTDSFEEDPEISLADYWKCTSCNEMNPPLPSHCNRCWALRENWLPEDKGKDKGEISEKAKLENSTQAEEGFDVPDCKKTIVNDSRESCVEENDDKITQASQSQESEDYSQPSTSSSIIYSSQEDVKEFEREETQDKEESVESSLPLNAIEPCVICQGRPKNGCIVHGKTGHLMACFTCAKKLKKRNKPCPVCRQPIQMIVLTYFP
An asterisk follows results filed as active; nt = not tested or not shown.

Order of results: 697 NFkB inh, EBI2 antag, XBP1 UPR activ, Jurkat NFkB inh, Gli-Sufu antag, CCR6 antagonist, CHOP UPR activ, CXCR6 block, Mdm2 MdmX PPI
Cc1nn(-c2ccccc2)c(C)c1/C=N/N1CCN(c2ccccn2)CC1
  8, -3, 2, -4, -6, 4, 1.0, -3, -6
Cc1cc(C)cc(NC(=O)C2CCCN(c3ncccn3)C2)c1 (configuration not stated)
  9, -8, -4, 12, -5, 19, 0.9, 7, -20
CCOC(=O)C1CCN(C(=O)COC(=O)c2cccc(NS(=O)(=O)c3ccccc3)c2)CC1
  nt, -2, nt, nt, -7, 13, nt, 5, nt
CCOc1ccc(OCc2ccc(C(=O)NCc3ccncc3)o2)cc1
  -118, -5, 1, 8, -29, -2, 1.2, -3, -11
COc1ccc(NC(=O)CN2C(=O)S/C(=C/c3cccn3-c3ccc(C(=O)O)cc3)C2=O)cc1
  18, 6, -3, 2, nt, nt, 2.6, -1, 17
CCC(c1nnc(SCC(=O)Nc2ccc(NC(C)=O)cc2)n1Cc1ccccc1)N(C)C (configuration not stated)
  7, -21, -4, 13, -4, 4, -1.5, -6, -3
O=C(CN(CCc1ccccc1)C(=O)CN1C(=O)COc2ccccc21)NCc1ccco1
  15, 2, -3, 10, 5, 16, -3.2, 4, -3
CC(OC(=O)/C(C#N)=C/c1ccc(N(C)C)cc1)C(=O)N(C)c1ccccc1 (configuration not stated)
  0, 2, 0, 1, -7, nt, -0.6, -5, 1
COc1ccc(OCc2nnc(SC3CCOC3=O)n2-c2ccccc2)cc1 (configuration not stated)
  7, 3, -2, -13, -3, -6, 0.6, -3, 14
O=C(O)CCN1Cc2ccccc2C1=O
  11, 4, 2, -5, -2, -7, -0.3, -5, 4
CC1Oc2ccccc2N(CC(=O)NCC2CCCO2)C1=O (configuration not stated)
  19, -4, -1, -1, -16, -18, -1.5, 6, -21
CC1CCCCC1NC(=O)Cn1cnc2ccccc2c1=O (configuration not stated)
  15, 3, -4, -6, -2, -14, -3.4, -9, 6
COc1ccc(N2C(=NC(=O)CC3CCCCC3)SC3CS(=O)(=O)CC32)cc1 (configuration not stated)
  5, 12, -5, 4, -15, 17, -0.9, -2, -2
CSc1nc(-c2ccccc2)nc(N2CCCC2)c1C(C)=O
  22, 9, -1, -5, 2, 10, 2.1, -1, 0
COc1ccc(OCCN2C(=O)c3ccccc3C2=O)cc1
  -19, -6, 0, 14, -19, -8, 5.1, -2, -16
O=C(O)/C=C/C(=O)Nc1cccc2cccnc12
  -15, 2, -2, -16, 7, 1, -0.2, 0, 8
CCOC(=O)CSc1nc2ccccc2c(=O)n1CC1CCC(C(=O)NCc2ccco2)CC1 (configuration not stated)
  -4, 13, -3, 5, 10, 8, -3.1, 10, 3
CC(C)(C)NC(=O)CSc1nc2cc(S(=O)(=O)N3CCCCC3)ccc2o1
  3, 11, -1, -5, -1, 8, 0.5, 6, 7
Oc1ccc(NC(=S)N=Nc2c(O)[nH]c3ccc(Br)cc23)cc1
  2, 21, -3, 6, 5, 21, 3.1, 29, 70*
O=[N+]([O-])c1cccc2[nH]ncc12
  nt, 9, nt, nt, 6, 10, nt, -2, nt
COC(=O)c1cc(NC(=O)COC(=O)C2CCC2)cc(C(=O)OC)c1
  -18, 1, 0, -15, -2, 12, -0.4, -1, 2
CC(C)Oc1ccc(S(=O)(=O)N2CCOCC2)cc1NC(=O)Cc1ccsc1
  11, -4, -2, -12, 7, 6, 0.4, 5, 6
COCc1c(C#N)c(NCCc2ccccc2)nc(C)c1[N+](=O)[O-]
  -44, 4, -1, -10, 17, 4, -2.1, -1, 10
COc1cccc2[nH]c(C(=O)NCC3CCCO3)cc12 (configuration not stated)
  1, -3, -4, -9, nt, 9, 1.4, -3, 3
O=C(NCCC1CCCCN1S(=O)(=O)c1cccs1)C(=O)Nc1ccc(F)cc1 (configuration not stated)
  -38, -10, -2, 24, -13, 19, 2.8, 6, 31
CN(C)S(=O)(=O)c1cc(C(=O)NCc2ccccc2)c(Cl)cc1Cl
  7, -1, 0, -7, 4, 10, 0.0, -4, -22
CCc1cc(C(=O)OC)c(NC(=O)CC2SC(=NC)N(C)C2=O)s1 (configuration not stated)
  2, 4, 3, 7, 2, 1, -0.2, 8, -14
COc1ccc(-n2c(Cc3cccn3C)nnc2SCC(=O)Nc2ccccc2OC)cc1
  4, 45*, 0, -1, 0, 6, -2.1, -8, 17
COC(=O)C1CCN(Cc2ccc(C)cc2)CC1
  0, -6, -2, -3, -1, 10, 0.0, -5, -9
Cc1ccc2c(COC(=O)C3=COCCO3)cc(=O)oc2c1
  nt, 5, nt, nt, 29, 7, nt, -7, nt

Reprinted from the part before: six compounds, followed by the next part.
Order of results: 697 NFkB inh, EBI2 antag, XBP1 UPR activ, Jurkat NFkB inh, Gli-Sufu antag, CCR6 antagonist, CHOP UPR activ, CXCR6 block, Mdm2 MdmX PPI
O=C(NCCC1CCCCN1S(=O)(=O)c1cccs1)C(=O)Nc1ccc(F)cc1 (configuration not stated)
  -38, -10, -2, 24, -13, 19, 2.8, 6, 31
CN(C)S(=O)(=O)c1cc(C(=O)NCc2ccccc2)c(Cl)cc1Cl
  7, -1, 0, -7, 4, 10, 0.0, -4, -22
CCc1cc(C(=O)OC)c(NC(=O)CC2SC(=NC)N(C)C2=O)s1 (configuration not stated)
  2, 4, 3, 7, 2, 1, -0.2, 8, -14
COc1ccc(-n2c(Cc3cccn3C)nnc2SCC(=O)Nc2ccccc2OC)cc1
  4, 45*, 0, -1, 0, 6, -2.1, -8, 17
COC(=O)C1CCN(Cc2ccc(C)cc2)CC1
  0, -6, -2, -3, -1, 10, 0.0, -5, -9
Cc1ccc2c(COC(=O)C3=COCCO3)cc(=O)oc2c1
  nt, 5, nt, nt, 29, 7, nt, -7, nt
[O-]/C(=C(\C(=S)NCc1ccccc1)[n+]1ccccc1)c1ccc(Cl)s1
  3, -8, -5, 0, 3, 19, 1.7, -13, 20
O=C(NCCC(c1ccccc1)c1ccccc1)c1cnc2sccn2c1=O
  -14, 9, 1, -6, 3, 7, -0.5, -2, 5
CC(C)(C)c1cc(C(=O)NNC(=O)Nc2ccccc2)n(Cc2ccccc2)n1
  10, -2, -5, 11, 2, 6, 0.1, -3, 12
O=C(NCc1ccccc1)C1=C[C@H](c2coc3ccccc3c2=O)C[C@H](OCCCCO)O1
  11, 18, -1, 0, 8, -2, -0.3, 2, 21
Cn1c(-c2ccc(Cl)cc2)cnc1NCc1cc2c(cc1[N+](=O)[O-])OCO2
  5, -2, -4, 0, 14, 18, 0.7, 5, 2
Cc1sc2ncnc(SC(C)C(=O)N3c4ccccc4Sc4ccccc43)c2c1C (configuration not stated)
  -14, 36, -4, 3, 6, 10, 1.5, 11, 55*
COc1ccccc1C(=O)NNC(=O)CN1C(=O)c2ccccc2C1=O
  8, -5, 0, 10, -5, 2, 6.4, 1, -9
C[C@@H](C(=O)Nc1ccc2c(c1)OCCO2)n1nnc2ccccc2c1=O
  -73, 0, -1, -85, -4, 1, 6.1, 7, -81
O=S(=O)(NC1=NCCCCC1)c1ccc(F)cc1F
  -10, -6, 1, -1, -3, 8, 0.8, 2, 3
CCC1(CC)NC(=O)N(CC(=O)Nc2ccc(C)cc2C)C1=O
  -24, -2, 1, -4, -6, -4, -0.4, -2, 18
CCCCOC(=O)Nc1nc(CC(=O)OCC)cs1
  3, 3, 3, 7, 4, 13, -2.0, 4, -11
COc1ccc(NS(=O)(=O)c2ccc(NS(C)(=O)=O)cc2)cc1
  7, 2, -3, 7, -15, 5, -0.7, 10, 11
O=C(Nc1ccccc1Cl)c1cc(S(=O)(=O)N2CCOCC2)cs1
  -6, 1, 0, 10, -1, 14, -2.7, 1, 2
CCOc1ccc(/C(O)=C2/C(=O)C(=O)N(CC3CCCO3)C2c2ccc(C)o2)cc1 (configuration not stated)
  6, 4, -5, 8, 5, 8, -2.0, 11, 7
Nc1ccc2c(c1)Cc1cc(N)c(Br)cc1-2
  nt, 8, nt, nt, -26, 9, nt, 0, nt
CCOc1cc(N2CCOCC2)c(OCC)cc1NC(C)C(=O)N1CCC(C)CC1 (configuration not stated)
  0, -9, -1, -5, 14, -3, -0.7, -18, 12
Cc1cccc(NC(=S)NC(C)CCc2ccccc2)c1 (configuration not stated)
  -17, 1, 0, 13, -2, 13, -0.7, 4, 21
Cc1ccc(C)c(CSCC(=O)NCc2cccs2)c1
  18, 14, -3, 0, 0, 21, 0.9, 2, 4
Cc1ccc(C(=O)N2CC(=O)Nc3ccc(F)cc3C2c2ccccc2)cc1 (configuration not stated)
  -6, -5, -10, -6, 41, 12, -0.7, -2, -9
Cc1ccc2oc(=O)c(/C=C(\O)c3ccco3)nc2c1
  -5, 1, 0, 1, 4, 4, -1.0, 3, -3
O=C(Nc1ccccc1C(=O)N1CCN(Cc2ccccc2)CC1)c1ccc(F)cc1
  -16, -3, -7, -11, 14, 1, -1.2, 1, 18
Cc1cc(C(=O)CSC(C)c2nc3ccccc3c(=O)[nH]2)c(C)n1C (configuration not stated)
  3, 0, -2, -18, 4, 9, -3.2, -4, 15
O=C(CN(C(=O)c1csnn1)c1cccc2ccccc12)NCc1ccc(F)cc1
  2, 0, 2, -1, 8, 10, 0.1, 2, 17
CC(=O)ON1C(C)(C)CC(OC(=O)c2ccccc2)CC1(C)C
  -10, 4, 1, 15, 4, 7, 0.3, -1, 12
COc1ccc(C(=O)NCC(=O)OCc2cccc(Br)c2)cc1
  -11, 0, -1, -15, 4, -7, -1.8, -4, 6
O=C(O)CSC1c2ccccc2C(=O)N1Cc1ccccc1 (configuration not stated)
  15, -6, -1, 5, -11, -13, -1.1, -3, -6

Three structures out of the list, arranged by SMILES length, rising:
Order of results: 697 NFkB inh, EBI2 antag, XBP1 UPR activ, Jurkat NFkB inh, Gli-Sufu antag, CCR6 antagonist, CHOP UPR activ, CXCR6 block, Mdm2 MdmX PPI
COC(=O)C1CCN(Cc2ccc(C)cc2)CC1
  0, -6, -2, -3, -1, 10, 0.0, -5, -9
COCc1c(C#N)c(NCCc2ccccc2)nc(C)c1[N+](=O)[O-]
  -44, 4, -1, -10, 17, 4, -2.1, -1, 10
O=C(NCc1ccccc1)C1=C[C@H](c2coc3ccccc3c2=O)C[C@H](OCCCCO)O1
  11, 18, -1, 0, 8, -2, -0.3, 2, 21
